Screening results (PubChem)
hERG WT inh – KCNH2 (human, wildtype) channel inhibition; actives 0.37% (n = 340,000); activity change, % at 1.84 µM; Q12809; U2OS, BacMam KCNH2, thallium flux FluxOr; hits give low values;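 active = maximum activity change below -70%; inconclusive = maximum activity change between -70% and -50%; inactive = maximum activity change above -50%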; also: % is scaled to controls: 0 for no effect and ±100 for the full control effect
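U2OS cells were transduced with wild-type KCNH2 virus (2.03 x 10^8 / mL) for 4 h at room temperature, then cultured overnight at 37 C. Thallium flux was read with FluxOr dye. Rate constants were normalized to DMSO controls.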
TSHR antagonist – blocks TSH signaling through the human TSH receptor | TSHR-expressing cells, TSH-stimulated cAMP HTRF, 2 h; hits give low values | activity change, negative = inhibition, % at 11.5 µM | actives 0.2% (n = 330,000);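 active = activity change below a set negative limit, meaning inhibition stronger than a set level, cut at about -70% in these data; inconclusive = activity change between two set negative limits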; also: % is scaled to controls: 0 for no effect and ±100 for the full control effect
Target sequence (P16473 whole entry, looked up): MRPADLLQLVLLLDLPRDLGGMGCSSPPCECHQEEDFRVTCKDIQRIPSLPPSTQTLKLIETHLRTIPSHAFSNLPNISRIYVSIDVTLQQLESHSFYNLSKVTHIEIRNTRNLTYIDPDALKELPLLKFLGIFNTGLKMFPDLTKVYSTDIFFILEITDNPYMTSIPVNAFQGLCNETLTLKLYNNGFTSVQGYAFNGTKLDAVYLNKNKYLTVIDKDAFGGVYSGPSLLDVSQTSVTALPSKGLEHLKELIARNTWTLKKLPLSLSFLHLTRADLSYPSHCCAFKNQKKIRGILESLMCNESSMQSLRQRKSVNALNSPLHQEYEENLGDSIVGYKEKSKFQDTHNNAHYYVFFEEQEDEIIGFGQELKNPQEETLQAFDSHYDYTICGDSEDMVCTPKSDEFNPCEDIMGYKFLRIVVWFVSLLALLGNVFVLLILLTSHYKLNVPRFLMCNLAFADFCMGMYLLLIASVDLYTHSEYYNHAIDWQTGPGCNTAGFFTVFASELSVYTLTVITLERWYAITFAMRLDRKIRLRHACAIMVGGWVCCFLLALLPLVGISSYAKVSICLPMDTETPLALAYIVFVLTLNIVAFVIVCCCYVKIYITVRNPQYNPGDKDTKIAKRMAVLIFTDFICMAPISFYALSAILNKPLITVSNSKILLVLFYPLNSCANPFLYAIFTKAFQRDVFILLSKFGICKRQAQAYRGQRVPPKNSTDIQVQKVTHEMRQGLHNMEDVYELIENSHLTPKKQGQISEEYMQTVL
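Cell-based HTRF cAMP assay; TSHR cells + compound, TSH EC80 (4nM final), 2 h, 37 deg C. Lysis with anti-cAMP cryptate and cAMP-d2, 30 min RT, read 665/620 nm.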
USP2a block – USP2a (human) protease inhibition; USP2 core, Ub-CHOP2 coupled fluorogenic reporter, 485/531; O75604; Potency, µM (top dose mostly 38.3 µM), without a hit: at the top dose activity change, negative = inhibition, most hits filed as inhibitors; AID 463254; actives 0.01% (n = 330,000);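 also: potency is read from the fitted curve at half-maximal effect; plate controls were DMSO wells for no effect and full inhibition by NEM control for full effect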
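Cell-free coupled assay: 10nM USP2 core preincubated 30min RT with compound in Tris-HCl pH 8.0/CaCl2/CHAPS buffer, then 25nM Ub-CHOP2 and 25nM reporter substrate; fluorescence (Ex 485/Em 531) read after 60min RT, normalized to NEM inhibition, concentration-response curves fitted.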
AT treatment – potential ataxia-telangiectasia treatment; […] A-T fibroblasts, KAP-1 phosphorylation AlphaLISA; neocarzinostatin DNA damage 30 min before lysis; Potency, µM (highest dose often 57.5 µM), without a hit: at the top dose activation, actives largely listed as activators; actives 0.19% (n = 320,000); AID 485349; also: potency is read from the fitted curve at half-maximal effect; % of control where 0% means no effect; nearly all actives have a fitted effect of over 45% in size
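ATM-like activity read as KAP-1 phosphorylation via AlphaLISA donor/acceptor antibody pairs after lysis and 6 hr at 25C. Cells were ATM-null patient fibroblasts ([…], hTERT), dosed 60 min, then exposed to the DSB inducer NCS for 30 min.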
TRPV1 agonist – activates the human vanilloid receptor TRPV1. Q8NER1. TRPV1-expressing cells, Fluo-8 calcium influx, agonist mode. activation, % at 8.33 µM. actives 0.19% (n = 320,000). AID 540275; in the data active = activation above about 80%; inconclusive = between about 30% and that limit; also: 0% is about no effect
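TRPV1-expressing cells were cultured overnight at 35.5C and loaded with Fluo-8 calcium dye for 40 to 90 min at room temperature. After a 10 s baseline, compound was added and calcium influx was read kinetically for 3 min (ex 480/em 520 nm).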
TCR act – T cell receptor activation. primary human leukocytes, anti-CD3, IL-2 HTRF, 48 h. Potency, µM (doses to about 9.22 µM), inactives show top-dose activation of IL-2 secretion, usual class: activators. 330,000 tested, under 10 active; also: % of control where 0% means no effect
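48 hr co-incubation of compounds, a-CD3 beads and primary human leukocytes; IL-2 quantified homogeneously by HTRF with anti-IL-2 K and d2 conjugates.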
Mito fusion act – blocks mitochondrial division or promotes mitochondrial fusion; S. cerevisiae fusion-defective mutant growth rescue, CellTiterGlo 48 h; Potency, µM (doses to about 46.1 µM), inactives show at the highest dose growth rescue (activation), actives largely listed as activators; actives 0.23% (n = 320,000);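 also: potency is read from the fitted curve at half-maximal effect; % of control where 0% means no effect; nearly all actives have a fitted effect of over 45% in size; temperature-sensitive fusion mutants such as fzo1-1 at 37 °C on non-fermentable ethanol glycerol medium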
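S. cerevisiae fusion-defective temperature-sensitive mutants (e.g. fzo1-1, mgm1-5) grown 48 h at 37C in YPEG (ethanol/glycerol non-fermentable) medium with 23 nl compound per well; growth rescue read as CellTiterGlo luminescence.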
KCNH2 3.1 inh – blocks the human KCNH2 3.1 channel isoform; U2OS KCNH2 3.1, thallium flux FluxOr; hits give low values; activity change, % (tested at about 1.8 µM); actives 0.95% (n = 340,000); AID 720553;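 active = maximum activity change below -70%; inconclusive = maximum activity change from -70% to -50%; inactive = maximum activity change above -50%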;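 also: thallium influx rate constant from kinetic fluorescence after stimulation buffer; % is scaled to controls: 0 for no effect and ±100 for the full control effect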
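We transduce U2OS cells with the mutant 3.1 virus, culture them overnight, load FluxOr with Red40 quencher for 45 min, then add stimulation buffer and read kinetically for 2 min to derive a normalized rate constant.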
Eya2 phos inh – Eya2 (human) phosphatase inhibition; O00167; recombinant Eya2, OMFP fluorescence dephosphorylation (OMFP is methylfluorescein phosphate); Potency, µM (top dose mostly 76.9 µM), inactives show top-dose activity, negative = inhibition, actives largely listed as inhibitors; actives 0.006% (n = 330,000); AID 488837; also: potency is read from the fitted curve at half-maximal effect; % is scaled to controls: 0 for no effect and ±100 for the full control effect
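Eya2 (0.2 uM) preincubated 10 min at ambient with compound, then OMFP substrate added at 50 uM; 10 min reaction in 50 mM HEPES pH 7.5, 50 mM NaCl, 5 uM MgCl2, 0.05% BSA, 1 mM DTT. Fluorescence read at Ex 485/Em 525 nm.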
ELG1 repair inh – blocks ELG1-dependent DNA repair in HEK293T cells. HEK293T ELG1-luciferase reporter, luminescence, 16 h; DNA damage induced by 5-fluorouridine. Potency, µM (top dose mostly 46.1 µM), for the others: top-dose activity change, negative = inhibition, hits mostly inhibitors. actives 2.3% (n = 330,000); also: potency is read from the fitted curve at half-maximal effect; % is scaled to controls: 0 for no effect and ±100 for the full control effect; nearly all actives have a fitted effect of over 55% in size
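Overnight (16 hr) co-exposure of 2,000 cells/well to 5-fluorouridine and compound at 37 °C preceded detection. Luciferase was quantified via ONE-Glo luminescence; loss of signal denotes inhibition.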
Starred values were filed as active, the others as inactive; ? = inconclusive; / = not tested or not shown; & = joins results of further samples; [ ] = dose if it differs, or a comment. Unless noted, calls follow the shape of the dose curve; as a rule, active = well fitted curve in the direction sought with a large enough effect; inconclusive = small, poorly fitted or top-dose-only effect, or another doubt; inactive = no such curve, though single readings can be large; an effect the other way counts as inactive or inconclusive. An excerpt; rates above refer to the full screens.

Every second line gives: TCR act	KCNH2 3.1 inh	TSHR antagonist	Eya2 phos inh	TRPV1 agonist	Mito fusion act	hERG WT inh	USP2a block	ELG1 repair inh	AT treatment
CCCCn1c(O)c(C(C)=Nc2ccc(C(=O)O)cc2)c(=O)[nH]c1=O
→ 1%	25	-3	-1%	-1	-3%	0	-2%	1%	-2%
N#CC1=C(N)Oc2c(c(=O)oc3ccccc23)C1c1ccc(OC(=O)N2CCOCC2)cc1 (centres undefined)
→ -2%	0	11	4%	0	4%	8	2%	?	?
O=C(OCC(=O)c1ccc([N+](=O)[O-])cc1)/C(=C/c1ccc(Cl)cc1)NC(=O)c1ccccc1
→ 9%[46.1 µM]	-7	-5	2%	-3	1%	-1	-1%	5%	2%
Brc1ccccc1OCCCN1CCOCC1
→ 6%[46.1 µM]	-16	0	6%	1	-1%	-24	1%	?	-2%
CCOC(=O)CSc1ccc(C(=O)N2CCC3(CC2)OCCO3)cc1[N+](=O)[O-]
→ -3%	17	4	7%	-1	7%	/	0%	-9%	-11%
O=C(CNC(=O)c1cccc(Cl)c1)Nc1ccc(Br)cc1C(=O)c1ccccc1
→ -2%[46.1 µM]	-16	-17	-4%	8	?	-10	-6%	-17%	-9%
CC1=C/C(=N\NC(=S)NCCc2ccccc2)CC(C)(C)C1
→ 4%	-1	-11	3%	10	14%	3	-1%	?	-5%
Cc1cc(OCC(=O)N2CCC(C(N)=O)CC2)c2c3c(c(=O)oc2c1)CCCC3
→ -1%	-3	0	-11%	3	1%	3	2%	-15%	-3%
O=C(Nc1ccc(Br)cc1)N1C[C@H]2C[C@@H](C1)c1cccc(=O)n1C2
→ 0%	-5	-4	2%	-2	1%	-5	-2%	-16%	-7%
O=C(/C=C/c1ccccc1)c1c(O)n(CCc2ccccc2)c(=O)[nH]c1=O
→ 2%[46.1 µM]	4	-10	-1%	-2	-1%	2	5%	?	11%
COC(=O)C1=C(c2ccccc2OCc2ccccc2)C[C@@H]2CC[C@H]1N2C(=O)NCCOc1ccc(OC)cc1
→ 4%	-5	0	-8%	11	16%	-2	-1%	?	0%
CC(=O)OC1=CC[C@H]2[C@@H]3CC[C@H]4C[C@H](OC(C)=O)[C@@H](OC(C)=O)C[C@]4(C)[C@H]3CC[C@]12C
→ -3%	0	-12	3%	-2	-2%	-16	3%	9%	2%
N/C(=N/[N+](=O)[O-])N1CCN(C(=O)Oc2ccc([N+](=O)[O-])cc2)CC1
→ 10%	2	-8	6%	-3	-2%	7	6%	5%	0%
Brc1ccccc1-c1ccccc1
→ 10%	-3	13	21%	1	-9%	-2	0%	?	-7%
CCN(CC)c1ccc(/C=C2\C(=O)NC(=S)N(C)C2=O)o1
→ -5%	12	-6	0%	26	-5%	27	14%	?	-12%

Going on with the list.
Every second line gives: TCR act	KCNH2 3.1 inh	TSHR antagonist	Eya2 phos inh	TRPV1 agonist	Mito fusion act	hERG WT inh	USP2a block	ELG1 repair inh	AT treatment
c1ccc(CCn2nnnc2CN2CCC(n3nnc4ccccc43)CC2)cc1
→ 4%	-17	-12	-2%	5	3%	7	2%	-14%	4%
CN(C)C(=O)Oc1cc(OC(=O)N(C)C)cc(C(O)CNC(C)(C)C)c1 (centres undefined)
→ 3%&-5%	7&14	0&4	-24%&9%	-1&-2	-7%&2%	11&10	3%&2%	6%&12%	-3%&11%
Cc1cccc(N2C(=O)NC(=O)/C(=C\c3cnn(-c4ccccc4)c3)C2=O)c1
→ 5%	-7	14	5%	1	2%	-9	2%	?	-5%
S=C1CN=C(c2ccccc2)c2cc(Cl)ccc2N1
→ 4%[46.1 µM]	-2	0	-4%	9	1%	20	-4%	?	/
COC(=O)C(O)(c1ccc(NC(=O)Oc2ccccc2)cc1)C(F)(F)F (centres undefined)
→ 2%[46.1 µM]	-11	9	-3%	0	1%	1	0%	15%	1%
COc1ccccc1-n1c(O)c(/C=C2\C=Nc3ccccc32)c(=O)[nH]c1=O
→ 1%	-4	-3	3%	5	2%	-7	1%	20%	-5%
NC(=O)Cn1cc(C(=O)c2ccccc2F)c2ccccc21
→ -11%	4	47	14%	4	-5%	-9	-2%	0%	18%
O=C(c1cc(-c2ccc(Cl)cc2)n(-c2ccc(Cl)cc2Cl)n1)N1CCOCC1
→ 1%	-104*	14	?	?	0%	-49	0%	?	8%
C[C@H](CO)N1C[C@H](C)[C@H](CN(C)C(=O)Nc2cccc3ccccc23)Oc2c(NC(=O)c3ccc(-c4nccs4)cc3)cccc2C1=O
→ 4%	-10	-12	-44%	/	/	4	-2%	-8%	3%
COc1ccc(-c2nc3ccccc3c(=O)n2-c2nccs2)cc1
→ 2%	-2	2	1%	-3	5%	-1	3%	4%	0%
C[N+](C)(C)CC#CCN1CCCC1=O
→ -1%	14	-10	3%	/	10%	0	/	/	/
COc1ccc(CCC(C)NCCc2ccccc2)cc1 (centres undefined)
→ 1%	-30	7	17%	10	-1%	46	1%	-1%	-4%
O=C(Nc1cccc(Cl)c1)c1c(O)c2c(n(Cc3ccccc3)c1=O)CCCC2
→ /	/	-3	-1%	0	-3%	/	3%	7%	-5%
CCNc1cc(N2CCN(C)CC2)ccc1[N+](=O)[O-]
→ 5%	-5	-19	-3%	-3	3%	-5	1%	-8%	-2%
CC(=O)Nc1cccc([As](=O)(c2cccc(NC(C)=O)c2)c2cccc(NC(C)=O)c2)c1
→ -5%	0	-3	-2%	1	4%	-12	4%	24%	5%

New compounds follow.
Every second line gives: TCR act	KCNH2 3.1 inh	TSHR antagonist	Eya2 phos inh	TRPV1 agonist	Mito fusion act	hERG WT inh	USP2a block	ELG1 repair inh	AT treatment
COC(=O)C1=C(c2ccc(OC(F)(F)F)cc2)C[C@@H]2CC[C@H]1N2C(=O)NC1Cc2ccccc2C1
→ -2%	-17	-1	2%	-1	?	-6	3%	-12%	13%
Cn1c(=O)cc(OCC(=O)N2CCC3(CC2)OCCO3)c2ccccc21
→ 7%	-6	-1	7%	1	1%	-3	0%	?	15%
CCOP(=O)(Oc1ccccc1)c1c([N+](=O)[O-])cc(C(F)(F)F)cc1[N+](=O)[O-] (centres undefined)
→ 0%	4	-4	-14%	6	-6%	0	2%	-4%	-9%
COC(=O)C1=C(c2ccc(F)cc2OCc2ccccc2)C[C@@H]2CC[C@H]1N2C(=O)NCc1ccccc1C(F)(F)F
→ 9%	-46	3	7%	7	15%	-9	1%	5%	6%
COc1cc(OC)c2c(c1)O[C@@H](c1ccc(OC)c(OC)c1)[C@H](O)C2
→ /	26	-3	15%	-1	2%	-5	-1%	6%	-8%
CC(C)N(CC(O)c1cccc([N+](=O)[O-])c1)C(C)C (centres undefined)
→ 5%	1	0	11%	3	-2%	3	-1%	30%	6%
COc1ccc(CN2CCCC(C(=O)c3ccccc3SC)C2)cc1O (centres undefined)
→ -2%	-19	-4	-5%	4	-1%	65	11%	0%	-5%
NCC(O)c1ccc(O)cc1 (centres undefined)
→ -6%	-11	-17&13	4%&3%	-2	-2%&-1%	3	0%	3%	-6%
Cc1cccc(C(=O)Nc2ccc3c(c2)CC2(C(=O)N(C)C(=O)N(C)C2=O)C2CCCN32)c1 (centres undefined)
→ 4%	11	-12	8%	0	/	9	1%	10%	/
COc1ccc2c3c([nH]c2c1)C(C)=NCC3
→ 5%	-7	-12	-6%	-1	-2%	11	3%	9.2µM*	?
O=C(CN1CCN(c2ccccc2F)CC1)Nc1cccnc1Cl
→ 3%	17	-2	-5%	14	2%	-5	0%	2%	2%
CCCOC(=O)c1c(N)n(Cc2cccs2)c2nc3ccccc3nc12
→ -1%	3	16	-11%	0	14%	-13	-1%	21µM*	7%

Reformatted field by field: two of the compounds above.
Cc1cccc(C(=O)Nc2ccc3c(c2)CC2(C(=O)N(C)C(=O)N(C)C2=O)C2CCCN32)c1 (centres undefined)
  TCR act: 4%; KCNH2 3.1 inh: 11; TSHR antagonist: -12; Eya2 phos inh: 8%; TRPV1 agonist: 0; Mito fusion act: /; hERG WT inh: 9; USP2a block: 1%; ELG1 repair inh: 10%; AT treatment: /

Cn1c(=O)cc(OCC(=O)N2CCC3(CC2)OCCO3)c2ccccc21
  TCR act: 7%; KCNH2 3.1 inh: -6; TSHR antagonist: -1; Eya2 phos inh: 7%; TRPV1 agonist: 1; Mito fusion act: 1%; hERG WT inh: -3; USP2a block: 0%; ELG1 repair inh: ?; AT treatment: 15%

One compound at a time, from the list above. Order of screens: TCR act, KCNH2 3.1 inh, TSHR antagonist, Eya2 phos inh, TRPV1 agonist, Mito fusion act, hERG WT inh, USP2a block, ELG1 repair inh, AT treatment
COC(=O)C1=C(c2ccc(F)cc2OCc2ccccc2)C[C@@H]2CC[C@H]1N2C(=O)NCc1ccccc1C(F)(F)F is listed as 9%, -46, 3, 7%, 7, 15%, -9, 1%, 5%, 6%
CCCOC(=O)c1c(N)n(Cc2cccs2)c2nc3ccccc3nc12 is listed as -1%, 3, 16, -11%, 0, 14%, -13, -1%, 21µM*, 7%
